HCV core dimer: HCV core protein dimerization inhibition | 300,000 compounds, 0.33% hits | inhibition, % at 5 µM | TR-FRET GST/Flag-core106 dimerization, 1536-well;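 active = inhibition above the mean of all tested compounds plus 3 SD, set per screening campaign, cut at about 45% in these data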
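test system = GST/Flag-tagged HCV core106 proteins | probe or stimulus = Eu donor and XL665 acceptor anti-tag antibodies | times = compound-protein-antibody incubation 4 h at 22.5 °C | signal = TR-FRET, excitation 340 nm, emission 617 and 671 nm | measure = percent inhibition of core106 dimerization signal | controls = wells lacking GST-core106 and wells with excess unlabelled core106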
PP5 primary: blocks human protein phosphatase 5 activity; P53041; purified PP5c, OMFP substrate fluorescence; inhibition, % at 6.7 µM; 320,000 compounds, 0.18% hits;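 active = inhibition above the campaign's mean inhibition across all tested compounds plus 3 SD, cut at about 9.5% in these data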;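 also: 0% = DMSO only and 100% = 100 µM cantharidin control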
TPT1 inhibitor: blocks Candida albicans tRNA 2'-phosphotransferase; recombinant caTPT1, FP RNA substrate dephosphorylation; inhibition, % at 5 µM; 300,000 compounds, 0.81% hits;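 active = inhibition above the mean of all tested compounds plus 3 SD, set per screening campaign, cut at about 24% in these data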;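 also: plate controls were DMSO alone for no effect and ferristatin control at 100 nM for full effect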
Efflux pump inh: antifungal efflux pump inhibition, Nile Red retention; S. cerevisiae Candida pump triplex; inhibition, % at 10 µM; 330,000 compounds, 0.44% hits;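 active = plate passing quality check with inhibition over a set limit, or well fluorescence over plate mean plus 4 SD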;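 also: Nile Red retained in pooled yeast measured as flow cytometry median fluorescence; 0% = buffer negative control and 100% = Enniatin B positive control; higher means more Nile Red kept so more efflux inhibition; some compounds called inactive have numbers as strong as hits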
procasp3 activ: activators of human procaspase-3. 330,000 compounds, 0.11% hits. P42574. recombinant procaspase-3 D3A, Ac-DEVD-pNA absorbance 405 nm. activation, % at 8.5 µM;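 active = activation above the mean of all tested compounds plus 3 SD, cut at about 21% in these data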;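 also: 0% = DMSO alone and 100% = DMSO wells spiked with extra 5 µM PC-3 D3A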
Target sequence (P42574 whole entry D9A/D28A/D175A): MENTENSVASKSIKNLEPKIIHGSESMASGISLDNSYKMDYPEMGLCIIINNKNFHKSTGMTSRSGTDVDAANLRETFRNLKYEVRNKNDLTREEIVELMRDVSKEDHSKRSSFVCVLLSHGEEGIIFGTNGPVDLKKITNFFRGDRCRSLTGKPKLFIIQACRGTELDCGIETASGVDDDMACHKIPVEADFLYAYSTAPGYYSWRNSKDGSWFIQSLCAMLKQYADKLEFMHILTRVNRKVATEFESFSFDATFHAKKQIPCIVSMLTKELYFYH
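Evaluation: percent activation relative to control range; Material: Procaspase-3 D3A mutant, all three cleavage aspartates alanine; Compound: single dose, 8.5 µM nominal compound, 0.8% DMSO; Replication: one well per compound; Signal: absorbance at 405 nm, 0 and 120 min; Schedule: 1 h preincubation plus 2 h reaction at 25 °C.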
JMJD2C inh: human JMJD2C demethylase inhibition | Q9H3R0 | AID 2099 | GST-JMJD2C(1-420) H3K9me3 demethylation, DELFIA europium | 330,000 compounds, 0.069% hits | inhibition, % at 2.35 µM;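 active = more than half of a compound's replicate wells show inhibition beyond 50%, single wells judged on their own value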;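 also: signal counts dimethyl H3K9 product captured on neutravidin plate; 0% = median of DMSO wells and 100% = 0.3 times that DMSO median; strong numbers were not always called active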
Target sequence (Q9H3R0 1-420 limits assumed): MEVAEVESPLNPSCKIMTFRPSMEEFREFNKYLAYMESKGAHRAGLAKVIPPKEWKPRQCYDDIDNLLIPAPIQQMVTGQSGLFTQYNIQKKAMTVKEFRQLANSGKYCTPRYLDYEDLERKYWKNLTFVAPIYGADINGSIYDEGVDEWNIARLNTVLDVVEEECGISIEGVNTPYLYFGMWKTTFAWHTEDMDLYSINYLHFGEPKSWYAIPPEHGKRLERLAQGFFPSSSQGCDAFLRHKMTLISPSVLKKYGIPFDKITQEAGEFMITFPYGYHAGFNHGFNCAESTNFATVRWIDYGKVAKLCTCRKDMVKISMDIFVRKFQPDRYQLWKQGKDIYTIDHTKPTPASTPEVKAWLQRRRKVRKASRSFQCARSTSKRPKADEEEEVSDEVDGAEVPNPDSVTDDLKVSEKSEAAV
PP1 counter: counter-screen for PP5 inhibitors: inhibitors of human PP1-alpha | P62136 | purified PP1alpha, OMFP fluorescence | inhibition, % at 6.7 µM | 320,000 compounds, 0.9% hits | AID 2235;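 active = inhibition above the mean inhibition of all tested compounds plus 3 SD, computed separately for each screening campaign, cut at about 15% in these data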
Target sequence (P62136 whole entry, looked up): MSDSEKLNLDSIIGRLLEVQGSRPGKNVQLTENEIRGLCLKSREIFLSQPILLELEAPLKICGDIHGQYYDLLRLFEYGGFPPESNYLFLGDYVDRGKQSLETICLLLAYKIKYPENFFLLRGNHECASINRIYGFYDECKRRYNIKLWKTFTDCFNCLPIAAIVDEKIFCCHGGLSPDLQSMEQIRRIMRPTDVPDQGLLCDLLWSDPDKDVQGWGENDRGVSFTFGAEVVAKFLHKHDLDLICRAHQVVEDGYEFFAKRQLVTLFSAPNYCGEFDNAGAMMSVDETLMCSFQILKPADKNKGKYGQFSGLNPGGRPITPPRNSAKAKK
proCasp7 act: counter-screen for procaspase-3 activators: activators of human procaspase-7. P55210. recombinant procaspase-7, Ac-DEVD-pNA absorbance 405 nm; D23A/D198A/D206A triple mutant, cannot self-cleave; scale: DMSO 0, 5 µM enzyme 100. activation, % at 8.5 µM. 330,000 compounds, 0.093% hits. AID 463210;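 active = percent activation above the screen-wide mean plus 3 SD, cut at about 25% in these data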
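System: Uncleavable procaspase-7 mutant enzyme; Amount: 2 µM procaspase-7 mutant as dispensed; Schedule: 1 h compound preincubation, 2 h substrate cleavage, 25 °C; Measured by: 405 nm absorbance of p-nitroaniline; Evaluation: percent activation from buffer-corrected 0–120 min absorbance change; Control set: low DMSO alone, high DMSO plus 5 µM PC-7.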
Fh CTSL1 inh: cathepsin L1 inhibition, PFM18AAP counter-screen; inhibition, % at 5.96 µM; recombinant F. hepatica cathepsin L1, Z-Leu-Arg-MCA fluorescence; 300,000 compounds, 0.49% hits;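 active = inhibition above the mean of all tested compounds plus 3 SD, set per screening campaign, cut at about 17% in these data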;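 also: 0% = plate median of test compound wells and 100% = 1 µM Z-Phe-Ala-diazomethylketone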
* marks the source's active call; other numbers are inactive results; i = inactive; x = no result given; & = joins results of further samples. Compounds as they come; about 2.9% have a hit in one of these screens.

SMILES	HCV core dimer	PP5 primary	TPT1 inhibitor	Efflux pump inh	procasp3 activ	JMJD2C inh	PP1 counter	proCasp7 act	Fh CTSL1 inh
CCCCCC(=O)Nc1ccc(C(=O)COC(=O)c2ccccn2)cc1	0.7	2.6	-0.9	0.0	3.0	-1.5	-0.2	3.0	1.5
CCOC(=O)c1cc2c(=O)n3ccccc3nc2n(CC(C)C)c1=NC(=O)c1ccco1	9.5	-1.2	0.4	0.3	-19.4	-23.2&-1.9	-3.2	-24.3	-3.6
CCc1ccccc1NC(=O)N1CCc2ccccc21	-2.2	-2.2	1.6	0.0	3.0	-2.7	-2.0	7.3	3.8
O=C(Nc1ccc(NC(=O)c2ccco2)nc1)c1cccnc1	-5.4	-0.7	-2.2	-0.2	4.5	-23.0	1.1	8.4	3.2
CNC(=O)c1ccc(NC(=O)Cc2ccc(S(=O)(=O)N3CCOCC3)s2)cc1	-1.5	0.0	-0.9	0.0	9.8	-4.2	3.7	7.9	-0.8
CCCSc1nc(-n2ncc(C#N)c2N)c2c3c(sc2n1)CCC(C)C3 (configuration not stated)	20.2	3.3	2.4	0.3	-2.5	-1.7	3.9	-1.2	1.8
CC(C)(Oc1ccc(Cl)cc1)C(=O)NC1CCSC1=O (configuration not stated)	-5.3	4.7	2.2	0.4	5.7	-30.6	4.1	1.7	-21.9
COc1cccc(C(=O)NN2CCOCC2)c1	-4.0	2.1	-8.0	0.0	-2.0	4.7	4.3	5.8	-0.6
C(=N\N1CCN(c2ccccc2)CC1)/c1ccccc1	-1.3	1.0	-5.0	0.0	-0.1	3.7	4.8	2.8	1.9
Cc1ccc(-c2noc(CCC(=O)NC3CCCC3)n2)cc1	5.1	1.9	1.7	0.1	3.7	-16.4	8.1	7.0	-0.7
Cc1ccc(Cl)c(OCC(=O)Nc2ccc3c(c2)OCCO3)c1	-2.8	2.6	-0.6	0.1	-3.8	8.7	2.5	0.8	-0.3
CCOC(=O)c1cnc2ccc(OC)cc2c1NCCc1ccc(OC)c(OC)c1	9.9	1.6	-1.3	0.2	-5.7	0.7	4.8	0.9	2.5
Oc1ccccc1-c1cc(C(F)(F)C(F)F)nc(-c2ccccc2)n1	-1.8	4.1	-0.7	0.4	6.1	-8.6	-1.9	5.8	-0.1
CC(=O)NCC(=O)OCC(=O)N1c2ccccc2Sc2ccccc21	-1.0	-0.2	0.4	0.2	-6.4	i	-3.5	5.5	-23.3
C#CCSc1nnnn1-c1ccc(OCC)cc1	1.8	0.9	-1.5	0.1	7.5	10.5	-4.0	6.3	4.3
CC1(C)CC(=O)N(c2ccc(Cl)cc2Cl)C(=O)C1	7.0	-0.4	-1.9	0.1	-0.3	-1.1	-6.2	3.2	-1.7
Fc1ccccc1CSc1nncn1NC/C=C/c1ccccc1	5.2	1.1	-3.6	-0.1	-3.5	1.7	-1.9	1.1	4.9
COc1cc2ccccc2cc1C(=O)Nc1cc(C)ccn1	5.3	2.5	-4.0	-0.1	9.3	5.8	1.6	0.6	1.6
CN(CCNC(=O)CN1C(=O)CSc2ccc(S(=O)(=O)N3CCCC3)cc21)Cc1ccccc1	-4.5	1.3	-2.0	0.0	10.0	13.8	-3.9	3.2	4.5
O=C(CCN1C(=O)/C(=C/c2ccc(F)cc2)SC1=S)NC1C=CS(=O)(=O)C1 (configuration not stated)	-5.1	-1.2	-2.8	-0.1	-10.8	-0.3	-0.2	-10.9	4.2
COc1ccc(CCNC(=O)c2cc(-c3cc(C)ccc3O)n[nH]2)cc1OC	2.0	2.6	-3.5	0.1	2.6	-18.8	0.6	7.3	2.5
Cc1c(C(=O)Nc2ccc(Cl)cc2)c2ccccn2c1C(=O)c1ccc(F)cc1	3.8	2.3	-0.1	-0.2	11.7	15.2	0.2	5.0	-0.9
O=C(NN1CCOCC1)c1ccc(Cl)c([N+](=O)[O-])c1	-8.9	3.4	1.8	-0.1	4.4	-21.0	-0.8	11.8	-0.7
COc1ccc(/C=C2\SC(=S)N(CCCCCC(=O)Nc3cc(C)on3)C2=O)cc1OC	8.0	1.3	-2.7	0.1	2.2	-2.4	-0.8	-2.9	1.8
O=C(NCc1ccccn1)C(=O)NCc1ccccn1	-11.6	-0.8	1.2	0.3	1.0	3.0	-1.9	-1.3	-1.0
COc1ccc(C2(CNC(=O)c3cccc([N+](=O)[O-])c3)CCOCC2)cc1	0.9	1.4	1.3	0.0	-0.6	3.8	-4.0	-2.3	-2.6
COC(=O)c1ccccc1SC1CC(=O)N(c2cccc(C)c2)C1=O (configuration not stated)	-2.1	1.5	3.7	0.2	-27.5	-2.5	-5.4	-40.9	-0.4
O=C(Oc1ccc2ccccc2c1)c1ccccc1	0.2	-0.2	-0.6	0.1	2.4	1.8	-0.7	2.6	3.0
N#CCCN(C(=O)Cn1nc(C(=O)O)c2ccccc2c1=O)c1ccccc1	3.6	-0.8	6.1	0.5	1.4	9.1	1.0	-3.2	-1.9
CN(C)c1cccc(NC(=O)c2ccco2)c1	-7.4	-0.4	-1.6	0.1	5.7	-4.9	4.3	-1.1	-1.5
COC(=O)CCC(C)N1CCC(Oc2ccc(C(=O)N3CCCC3)cc2)CC1 (configuration not stated)	5.1	0.1	0.4	0.5	0.9	3.3	-5.5	-0.8	0.6
NC(=O)c1ncn([C@@H]2O[C@H](CO)[C@@H](O)[C@H]2O)n1	0.3	0.0	3.6	0.2	6.0	4.2	-3.4	-0.3	4.3
Cc1cccc(OCCNC(=O)c2ccc(Cl)c(S(=O)(=O)NCc3cccnc3)c2)c1	x	1.6	x	0.1	2.7	8.1	-0.4	0.8	x
C=CCNC(=O)/C=C/c1ccc(C(C)C)cc1	4.4	-0.3	-0.8	0.1	1.3	2.0	3.1	-1.9	1.4
O=C(OCC(=O)N1CCc2ccccc2C1)c1ccc(O)cc1	x	x	x	0.1	-3.4	-5.6	x	13.2	x
N#Cc1ccc(CSC2=NCCN2)cc1	1.3	0.9	-0.3	0.0	12.2	-7.6	-3.8	0.7	-0.5
CCN(CC)CCn1c(=N)n(CC(=O)c2ccc(Br)s2)c2ccccc21	-0.9	0.6	2.0	-0.1	-1.5	-3.1	-0.7	10.6	-1.4
CCO[C@@H]1OC(C(=O)Nc2ccccc2)=C[C@H](c2ccc(C(F)(F)F)cc2)[C@H]1CCCO	-4.2	7.8	-1.6	0.1	7.1	-2.3	3.1	-3.6	0.1
CNC(=O)Nc1cccc(-c2cc(-c3c(Cl)cccc3Cl)no2)c1	-5.9	3.6	3.2	0.5	-5.8	-4.8	-2.6	-8.6	-0.2
O=C1C2C(C(=O)N1Cc1ccco1)C1C=CC2C12CC2 (configuration not stated)	-2.9	1.1	-0.6	0.0	2.4	4.0	-0.6	3.1	-3.7
COc1ccc(N2CCN(C(=O)Cc3ccc(OC)c(OC)c3)CC2)cc1	-1.9	1.7	-3.9	0.0	-2.1	-0.4	2.9	5.5	-1.9
CC(C)=CCC/C(C)=C/C(=O)O	0.8	3.8	-5.9	0.0	4.2	0.8	-0.5	-8.4	-0.6
CC1CCN(C(=O)COC(=O)c2ccccc2C(=O)c2ccccc2)CC1	x	x	x	0.0	2.1	4.3	x	10.1	x
COc1cc(/C=N/NC(=O)c2sc(N)c(C#N)c2C)cc(Br)c1O	-38.1	2.3	3.6	-0.1	7.0	7.0	0.6	-3.8	4.5
COc1ccc(CNC(=O)CCCNC(=O)c2ccc(Cl)cc2)cc1OC	9.8	1.9	-3.9	-0.1	3.0	-3.3	-5.3	0.5	-1.9
CCCCn1c(N)c(N(CCOC)C(=O)c2ccc3c(c2)OCCO3)c(=O)[nH]c1=O	-0.5	-2.0	4.3	0.0	4.7	-4.6	-6.8	8.0	2.4
CC(C)CC(=O)Nc1nnn(C)n1	-1.6	5.1	2.2	0.2	-5.7	-10.7	1.6	-6.7	0.5
C=CCN1C(=O)/C(=C2/Sc3ccc(OC)cc3N2C)SC1=Nc1cccc(O)c1	42.3	-1.0	14.2	0.3	-10.4	-11.4	-0.2	-5.8	4.0
CCC(=O)N1CCN(c2cc(NCC3CCCO3)c(F)cc2[N+](=O)[O-])CC1 (configuration not stated)	11.3	0.6	-0.3	0.0	-0.2	-0.5	1.1	-14.0	4.2
COc1cccc(C(=O)n2ccc(-c3cccs3)n2)c1	-0.3	0.5	-0.4	0.0	3.8	-1.6	-3.3	7.3	-4.8

Remaining list, next part.
SMILES	HCV core dimer	PP5 primary	TPT1 inhibitor	Efflux pump inh	procasp3 activ	JMJD2C inh	PP1 counter	proCasp7 act	Fh CTSL1 inh
Cc1ccccc1CSc1nnc(C)n1N	-1.2	1.3	-1.9	0.1	12.1	-2.2	-3.6	3.0	-0.4
O=C(CCCN1C(=O)c2ccccc2C1=O)Nc1nccs1	-3.6	-2.2	-1.5	0.2	-5.9	-0.5	-5.5	-12.4	-4.9
CCC(C(=O)NC1CCCCCC1)n1nc(C)c2c(C)n(-c3ccccc3)nc2c1=O (configuration not stated)	-10.6	3.3	-0.4	0.0	-1.3	-1.5	1.6	2.4	-1.6
O=C(OCC(=O)N1CCCc2ccccc21)c1ccc(F)c(S(=O)(=O)N2CCOCC2)c1	-0.4	2.1	1.1	0.0	0.8	0.3	-3.5	3.2	1.6
COc1ccc(C(=O)NCCN2CCOCC2)c(OC)c1OC	-3.0	0.7	-0.5	-0.1	0.7	-0.4	-3.6	1.8	1.3
CC1=C(C(=O)Nc2ccccc2C(=O)NC2CCCCC2)SCCO1	-1.2	2.5	0.0	0.6	0.5	-4.3	-5.2	-2.9	-0.1
COc1ccc(NC(=O)CC(NC(C)c2ccccc2)C(=O)O)cc1 (configuration not stated)	5.7	-0.5	0.4	0.2	-7.3	-30.4	-2.8	-7.4	-5.4
COc1ccc2oc(=O)cc(-c3cc4cccc(OC)c4o3)c2c1	5.6	0.4	-2.1	0.1	7.0	1.2	-1.7	9.8	2.2
Cc1nn(CC(=O)NCCCN2CCCCC2)c(=O)c2cc(-c3ccccc3)nn12	-5.5	2.0	-4.0	0.2	5.2	-4.9	-0.2	4.5	-0.4
COC1CCCCC1NS(=O)(=O)c1ccc(Cl)cc1 (configuration not stated)	18.3	-0.9	0.5	0.0	10.8	2.6	-3.5	-1.5	-0.2

Source: PubChem
